# Screening data (PubChem)
# mIDH1 inhibitor: human IDH1 R132H inhibition; hit rate 0.093% among 390,000; IDH1-R132H enzyme, NADPH consumption, diaphorase/resazurin fluorescence; Potency, µM (series often up to 76.6 µM), for inactives: at the top dose activity change, negative = inhibition, most hits filed as inhibitors; also: potency is read from the fitted curve at half-maximal effect; % is scaled to controls: 0 for no effect and ±100 for the full control effect; nearly all actives have a fitted effect of over 65% in size
# Target sequence (O75874 whole entry R132H, stated change not applied): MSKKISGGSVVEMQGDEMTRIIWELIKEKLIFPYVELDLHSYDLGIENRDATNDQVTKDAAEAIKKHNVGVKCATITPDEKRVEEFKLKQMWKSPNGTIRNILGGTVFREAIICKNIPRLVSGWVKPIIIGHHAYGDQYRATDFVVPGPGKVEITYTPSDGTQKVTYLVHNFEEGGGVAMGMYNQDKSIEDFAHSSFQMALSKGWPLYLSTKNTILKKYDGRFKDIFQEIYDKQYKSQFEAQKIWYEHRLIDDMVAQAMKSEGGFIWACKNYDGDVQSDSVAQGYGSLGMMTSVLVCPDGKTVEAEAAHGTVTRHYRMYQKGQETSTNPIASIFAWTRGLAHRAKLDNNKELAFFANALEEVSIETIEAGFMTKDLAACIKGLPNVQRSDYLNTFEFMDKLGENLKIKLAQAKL
#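 IDH1-R132H (0.5 ug/mL) preincubated 30 min with compound, then NADPH (0.016 mM) and alpha-KG (2 mM) added; 80 min at RT, pH 7.5. Remaining NADPH coupled via diaphorase/resazurin to fluorescence (540/590 nm); concentration-response curves normalized to no-enzyme control.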
# rTrxR1 inhibitor: rat TrxR1 inhibition; O89049; recombinant rTrxR1, NADPH fluorescence consumption, selenite substrate; Potency, µM (top dose mostly 114 µM), without a hit: top-dose activity change, negative = inhibition, actives largely listed as inhibitors; hit rate 1% among 390,000; AID 588453; also: potency is read from the fitted curve at half-maximal effect; % is scaled to controls: 0 for no effect and ±100 for the full control effect; nearly all actives have a fitted effect of over 65% in size
#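 Rat TrxR1 (90 nM in the dispensed reagent) was pre-reduced with 400 uM NADPH for 5 min at room temperature, then incubated with compound for 15 min. After 400 uM selenite was added, NADPH fluorescence (Ex 340/Em 450 nm) was followed for 8 min.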
# Vif-A3G inh: Vif-A3G binding inhibition. Potency, µM (top dose mostly 46.1 µM), for inactives: at the top dose activity, negative = active, most hits filed as inhibitors. HeLa A3G-eYFP + Vif (tagged APOBEC3G with the HIV-1 protein that degrades it), YFP fluorescence, overnight. AID 602310. hit rate 0.076% among 410,000. Q9HC16;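 also: potency is read from the fitted curve at half-maximal effect; % is scaled to controls: 0 for no effect and ±100 for the full control effect; nearly all actives have a fitted effect of over 60% in size; hits raise eYFP signal because A3G escapes Vif-driven loss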
# Target sequence (Q9HC16 whole entry, looked up): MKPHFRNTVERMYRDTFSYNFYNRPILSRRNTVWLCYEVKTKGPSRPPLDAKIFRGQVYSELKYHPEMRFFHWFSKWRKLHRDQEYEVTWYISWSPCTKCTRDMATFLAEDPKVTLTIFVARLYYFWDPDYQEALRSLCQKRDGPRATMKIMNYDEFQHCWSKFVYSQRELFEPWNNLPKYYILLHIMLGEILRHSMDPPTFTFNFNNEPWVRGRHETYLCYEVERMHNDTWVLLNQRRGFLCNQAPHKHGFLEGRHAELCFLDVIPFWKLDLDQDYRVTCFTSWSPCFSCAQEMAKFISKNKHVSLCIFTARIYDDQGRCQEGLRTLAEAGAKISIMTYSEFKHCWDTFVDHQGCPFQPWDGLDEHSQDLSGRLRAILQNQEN
#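 Read-out is eYFP fluorescence (Ex 488/Em 500-530) from Vif-expressing HeLa A3G-eYFP cells; more signal means A3G escaped Vif-mediated degradation. Cells plated overnight, compound pinned in, incubated overnight at 37 deg C.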
# USP1 inh: USP1/UAF1 (human) deubiquitinase inhibition. O94782. recombinant USP1/UAF1, Ub-Rhodamine cleavage fluorescence. Potency, µM (highest dose often 57.1 µM), for the others: at the top dose activity change, negative = inhibition, most hits filed as inhibitors. hit rate 0.23% among 390,000. AID 743255; also: potency is read from the fitted curve at half-maximal effect; % is scaled to controls: 0 for no effect and ±100 for the full control effect; nearly all actives have a fitted effect of over 60% in size; inactives centre near -12
#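 High-throughput fluorogenic screen: 1nM USP1/UAF1 complex, Ub-Rho substrate 150nM final, 50mM HEPES pH 7.8 with 0.5mM EDTA, 0.1 mg/ml BSA, 1mM TCEP and 0.01% Tween-20.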
# TrxR1 substrate: is turned over as a substrate by rat TrxR1; O89049; Potency, µM (top dose mostly 114 µM), for inactives: top-dose activity change, negative = substrate turnover; AID 588456; hit rate 0.01% among 390,000; purified TrxR1 substrate turnover, NADPH consumption readout; also: potency is read from the fitted curve at half-maximal effect; % is scaled to controls: 0 for no effect and ±100 for the full control effect; nearly all actives have a fitted effect of over 50% in size
#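 Rat TrxR1, dispensed at 90 nM, was prereduced with 400 uM NADPH (final) for 5 min at ~22 deg C, then incubated with compound 15 min before 400 uM selenite. A first-read NADPH fluorescence drop versus no-compound background flagged substrates.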
# RGS4 inh: human RGS4 inhibition; P49798; Transcreener GDP fluorescence polarization, RGS4-accelerated GTP hydrolysis; Potency, µM (series often up to 114 µM), inactives show at the top dose activity change, negative = inhibition, most hits filed as inhibitors; hit rate 0.039% among 390,000; also: potency is read from the fitted curve at half-maximal effect; % is scaled to controls: 0 for no effect and ±100 for the full control effect; nearly all actives have a fitted effect of over 75% in size; some results filed as inactive show a strong effect at the top dose
#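 MLSMR compounds (23 nl, pin-transferred) preincubated 10 min at room temperature with a 500nM (2x) first reagent, then RGS4 at 900nM (2x) plus Transcreener GDP mix added; fluorescence polarization (620/688 nm) read before and after 90 min at 30 °C.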
# Vif-A3F inh: blocks the Vif interaction with APOBEC3F | HeLa A3F-eYFP + Vif (tagged APOBEC3F with the HIV-1 protein that degrades it), YFP fluorescence increase | Potency, µM (series often up to 46.1 µM), without a hit: at the highest dose activity, negative = active | hit rate 0.2% among 390,000; also: potency is read from the fitted curve at half-maximal effect; % of control where 0% means no effect; nearly all actives have a fitted effect of over 65% in size
#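 HeLa cells stably expressing A3F-eYFP plus Vif, plated and incubated overnight at 37 deg C, then exposed to compounds overnight at 37 deg C. Blocked degradation read as raised yellow fluorescence (Ex 488/Em 500-530).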
# Glioma ERSR ind: inducers of ER stress response in human glioma cells | U87-MG GRP78 promoter luciferase reporter, 16 h | Potency, µM, without a hit: at the top dose activation, most hits filed as activators | hit rate 0.02% among 420,000; also: potency is read from the fitted curve at half-maximal effect; series mostly up to about 76 µM; % of control where 0% means no effect; nearly all actives have a fitted effect of over 35% in size
#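 Stably transfected U87-MG human glioma cells carrying a GRP78-based luminescent sensor were seeded at 1000 cells/well, pin-dosed with compounds and incubated 16 h. Luciferase reagent was then added, and end-point luminescence was read after 10 min at room temperature.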
# LDHA block: blocks human lactate dehydrogenase A | hit rate 0.15% among 480,000 | purified LDHA, NADH/diaphorase-resazurin fluorescence; stronger effect = lower value | activity change, % (values are at about 110 or 230 µM) | P00338; in the data active = activity change below about -30%; inconclusive = mostly about -25% to -30%;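 also: plate controls were DMSO wells for no effect and wells without enzyme for full effect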
#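 Human LDH5 (2 nM) was incubated with 0.06 mM NADH and 0.2 mM pyruvate for 5 min at room temperature in Tris pH 7.4. Remaining NADH was coupled through diaphorase/resazurin, and resorufin fluorescence was read at 0 and 20 min.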
# Starred values were filed as active, the others as inactive; u = inconclusive; x = not tested or not shown; & = joins results of further samples; [ ] = another dose, or the depositor's remark. Unless noted, calls follow the shape of the dose curve; as a rule, active = well fitted curve in the direction sought with a large enough effect; inconclusive = small, poorly fitted or top-dose-only effect, or another doubt; inactive = no such curve, though single readings can be large; an effect the other way counts as inactive or inconclusive. Only part of the results is shown (hit frequency here may not be typical).
SMILES,mIDH1 inhibitor,rTrxR1 inhibitor,Vif-A3G inh,USP1 inh,TrxR1 substrate,RGS4 inh,Vif-A3F inh,Glioma ERSR ind,LDHA block
CCCc1nc(NCc2ccccc2)c(C#N)c2c1CCCC2,12%,33%,-4%,-21%,19%,9%,-4%,-2%,-4
CCCCn1c(N)c(N(CC)C(=O)CSc2nnc(-c3ccco3)n2CC)c(=O)[nH]c1=O,11%,u,4%,-6%,4%,-10%,3%,-3%,2
COCCCNC(=O)C(=O)NC1CCCCC1C (stereo not drawn),12%,18%,4%,-20%,2%,-1%,2%,-2%,-1
Cc1oc(-c2cccc(Cl)c2)nc1CS(=O)(=O)CC(=O)NCc1ccco1,9%,6%,-4%,-8%,0%,-27%,1%,-6%,-3
Cc1ccc(-n2c(N)c(C(=O)Nc3ccccc3F)sc2=S)cc1C,5%,3%,-3%,-15%,-1%,u,-20%,5%,-3
COc1ccc2c(c1)c1nc3ccccc3nc1n2CC(=O)OC(C)C,9%,10%,-18%,-13%,1%,-22%,25µM*,0%,-12
CCCN(C(=O)c1cn(CC(C)C)c(=O)c2cc(OC)c(OC)cc12)c1cccc(C)c1,u,-3%,5%,-23%,-4%,10%,2%,4%,-2
COc1ccc(S(=O)(=O)NCCc2sc(C)nc2C)cc1F,1%,21%[57.1 µM],3%,u,0%[57.1 µM],u,3%,-5%,3
CN(C(=O)COC(=O)/C=C/c1ccccc1[N+](=O)[O-])c1ccccc1,3%,22%[57.1 µM],-1%,-9%,-15%[57.1 µM],-22%,10%,6%,-3
CN1CC=C2C(C#N)=C(N)C(C#N)(C#N)C(c3cccc(Cl)c3Cl)C2C1 (stereo not drawn),u,-13%,-26%,-21%,23%,-6%,u,-3%,0
COc1ccc(CNC(=O)C[C@H]2C[C@H](C(=O)N3CCOCC3)[C@@]3(C)c4[nH]c5ccc(Cl)cc5c4CCN3C2=O)cc1OC,-12%,2%,0%,-31%,-4%,0%,0%,-1%,-2
Oc1ccc(CNC2CCCCC2)cc1,6%,14%[57.1 µM],0%,5%,7%[57.1 µM],10%,-17%,-4%,-1
O=C(O)Cn1c(=O)c(-c2ccccc2)nc2ccccc21,-8%,20%,-12%,-15%,129%[activator],-2%,-5%,-2%,-3
Cc1ccc2cn[nH]c2c1[N+](=O)[O-],4%,12%,-10%,-26%,2%,-13%,-3%,-1%,-7
CC1CC(C)CN(C(=O)CSc2ccsc2[N+](=O)[O-])C1 (stereo not drawn),-3%,-8%,-4%,-16%,-8%,24%,-5%,-1%,-4
CC1CC(OC(=O)C2CCN(S(=O)(=O)c3ccc(F)cc3)CC2)C(=O)O1 (stereo not drawn),8%,12%,-3%,-21%,3%,-5%,-8%,-4%,-12
CC(C)(C)C(=O)/C(C#N)=C/c1ccc(O)cc1,-5%,7%[57.1 µM],-13%,-28%,-2%[57.1 µM],4%,-3%,-3%,-7
CCOc1ccc(CCNS(=O)(=O)c2ccc3c(c2)NC(=O)CC(=O)N3)cc1OCC,-8%,21%,0%,2%,1%,-16%[56.9 µM],-2%,10%,-7
O=C(NNC(=S)Nc1ccc(Br)cc1)c1cccnc1,0%,-11%,0%,-23%,-4%,-53%,-14%,1%,3
Cc1ccc(-c2c(NC(=O)c3ccco3)oc3ccccc3c2=O)cc1,0%,-13%,-6%,-10%,-14%,-2%[56.9 µM],0%,-1%,3&13
CCCN1C(=O)c2ccccc2NC1c1ccc(OC)cc1OC (stereo not drawn),10%,48%[57.1 µM],-5%,3%,128%[activator],-10%,-3%,-4%,-3
CN(C)S(=O)(=O)n1ccnc1,0%,1%,1%,6%,9%[57.1 µM],-6%,-5%,-1%,0
COc1cc(/C=N/NC(=O)c2cc(-c3ccccc3)sc2N)cc(OC)c1OC,-3%,1%[57.1 µM],-7%,-10%,0%[57.1 µM],-46%,0%,-2%,-5
COC(=O)c1ccc(NC(=O)CSc2nnc(Cc3cccn3C)n2-c2ccc(F)cc2)cc1,7%,5%[57.1 µM],-1%,-8%,11%[57.1 µM],-16%,-12%,-4%,-4
Cc1nn(C)cc1CNC(=O)Nc1ccc(Cl)c(Cl)c1,9%,1%,-3%,-17%,-3%,0%,1%,0%,-12&-9
Cn1cc(P(=O)(N2CCOCC2)N2CCOCC2)cc1P(=S)(N1CCOCC1)N1CCOCC1,-2%,9%,-7%,-11%,-7%,u,12%,-3%,-5
CSc1nc(-c2ccccc2)nc2c1COC(C)(C)C2,10%,11%,-3%,-19%,5%,u,x,-1%,-6
CCCNC(=O)CN1C(=O)COc2ccc(S(=O)(=O)N3CC(C)CC(C)C3)cc21 (stereo not drawn),-5%,6%,-4%,-11%,1%,-21%,u,-2%,0
O=C(COc1ccc(-n2ccnc2)cc1)Nc1cccc(F)c1,-7%,16%,0%,-22%,2%,-3%,6%,0%,-7
NC(=O)N1CC(O)CC1C(=O)Nc1ccc(Cl)c(Cl)c1 (stereo not drawn),0%,-3%[57.1 µM],1%,-2%,-9%,21%[11.4 µM],-3%,-2%,-1
COc1ccc(Cl)cc1NC(=O)Nc1c[nH]c(=O)[nH]c1=O,-14%,29%[57.1 µM],4%,-33%,9%[57.1 µM],-35%,1%,-3%,-1
CN1C(=O)N(C)C2CC1N(C)C(=O)N2C,-3%,20%,0%,-18%,9%,20%,1%,-1%,-11
Cc1nnc(NC(=O)C2CCCN2C(=O)Nc2ccccc2)s1 (stereo not drawn),6%,8%[57.1 µM],2%,8%,2%[57.1 µM],3%,-1%,-1%,0
CC(C)CC(=O)NC(=S)Nc1ccc(CN2CCOCC2)cc1,0%,0%,-9%,-22%,3%,-13%,-2%,5%,-5
O=C(NCc1ccccc1)c1ccc(Cl)cc1[N+](=O)[O-],5%,-6%[57.1 µM],1%,-16%,-6%[57.1 µM],-13%,-3%,-1%,-1
Cc1ccc(/C=N/NC(=O)CN2CCN(Cc3ccccc3)CC2)o1,-2%,-12%,0%,-3%,-6%,-14%,2%,0%,2
COC(=O)C1(Cc2cc(-c3ccc(Cl)cc3)no2)CCN(C(=O)OC(C)(C)C)CC1,10%,26%[57.1 µM],1%,-11%,10%[57.1 µM],4%,-5%,4%,1
C/C(=N\Nc1ncc(Cl)cc1Cl)c1ccc(S(=O)(=O)NCc2ccco2)cc1,-3%,-4%,-5%,-22%,-10%,-18%,-1%,11%,-2
Cc1ccc(C)c(N2CCN(C(=O)CN(C)S(=O)(=O)c3ccc4c(c3)CCC(=O)N4)CC2)c1,-3%,2%,4%,-13%,6%,9%,5%,-4%,0
CC(=O)OCC(NC(=O)C(CCCCNC(=O)OCc1ccccc1)NC(=O)OC(C)(C)C)C1OC(n2cc(F)c(=O)[nH]c2=O)C(OC(C)=O)C1OC(C)=O (stereo not drawn),x,9%,0%,x,3%,4%,x,-4%,x
Cc1ccc(-n2nnnc2SCC(=O)c2c(N)n(C3CC3)c(=O)[nH]c2=O)cc1,-2%,12%,1%,-14%,5%,4%,2%,-3%,-4
Cc1ccccc1-c1nc(P(=O)(c2ccccc2)c2ccccc2)c(N2CCOCC2)o1,4%,28%,-1%,-16%,6%,-5%,-4%,-4%,-3
O=C(Cn1[nH]c(=O)c2ccccc2c1=O)NC1CCCCCC1,-9%,11%[57.1 µM],1%,-6%,11%[57.1 µM],31%,0%,10%,-4
